esBAF inh: SWI/SNF esBAF complex inhibition | mouse ES cells, Bmi1-luciferase knock-in reporter, 24 h; 100% = twice the neutral-well signal | reporter increase, % at 12.5 µM | 350,000 compounds, 2% hits; in the data active means activation above about 40%;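 further: 0% = median of the plate's neutral control wells and 100% = double that signal; a rise in the Bmi1 reporter signal indicates esBAF inhibition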
F508del corr: CFTR F508del correction in bronchial cells | CFBE cells, YFP halide quenching; stimulated with forskolin plus potentiator P3; % fluorescence drop versus neutral controls | activity (quench increase), % at 7.58 µM | 350,000 compounds, 0.36% hits | AID 720511;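 active means mean added fluorescence quench of at least 8% versus neutral control, with both replicates also reaching 8%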;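 further: cells transiently co-express mutant CFTR-F508del with the halide-sensitive YFP; corrector assay measuring rescue of mutant channel to the surface after 24 h compound exposure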
RAD54 inh: RAD54 (human) branch migration inhibition; 360,000 compounds, 0.14% hits; Q92698; inhibition, % at 10.4 µM; RAD54 Holliday junction branch migration, FAM/BHQ fluorescence; AID 602329;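 active means mean normalized replicate activity at least 40 and at least half of replicates scoring 40 or more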;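 further: 0% = median of neutral control wells and 100% = median of positive control wells; inhibitors cause a drop in the FAM fluorescence signal; in these data hits start at about 50%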
Target sequence (Q92698 whole entry, looked up): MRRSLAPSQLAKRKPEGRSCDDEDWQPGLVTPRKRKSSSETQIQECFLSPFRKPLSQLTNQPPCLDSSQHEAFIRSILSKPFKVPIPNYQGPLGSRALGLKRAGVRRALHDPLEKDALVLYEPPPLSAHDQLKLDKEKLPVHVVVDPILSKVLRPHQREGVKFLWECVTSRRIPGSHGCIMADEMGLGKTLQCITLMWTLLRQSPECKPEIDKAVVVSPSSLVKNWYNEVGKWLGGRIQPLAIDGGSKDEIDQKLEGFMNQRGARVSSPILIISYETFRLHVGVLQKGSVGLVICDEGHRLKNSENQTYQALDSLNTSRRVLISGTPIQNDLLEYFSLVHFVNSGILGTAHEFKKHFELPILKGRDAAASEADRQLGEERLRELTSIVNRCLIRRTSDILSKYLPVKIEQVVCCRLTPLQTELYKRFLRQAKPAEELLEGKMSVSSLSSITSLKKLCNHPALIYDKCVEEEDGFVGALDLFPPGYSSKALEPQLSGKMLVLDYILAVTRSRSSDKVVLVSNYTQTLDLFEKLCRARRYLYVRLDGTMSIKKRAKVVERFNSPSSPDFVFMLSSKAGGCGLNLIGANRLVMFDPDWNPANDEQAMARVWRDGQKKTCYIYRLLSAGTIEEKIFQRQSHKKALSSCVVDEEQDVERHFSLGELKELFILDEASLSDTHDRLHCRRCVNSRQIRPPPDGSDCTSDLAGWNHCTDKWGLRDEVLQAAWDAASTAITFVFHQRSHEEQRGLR
RAD52 anneal inh: inhibitors of human RAD52 DNA annealing | inhibition, % at 18.7 µM | P43351 | recombinant RAD52 DNA annealing, FRET fluorescence | AID 651710 | 360,000 compounds, 0.46% hits;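 active means every replicate showing at least 50% inhibition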
ERAP1 inh: ERAP1 (human) enzyme inhibition; Q9NZ08; recombinant ERAP1, Leu-AMC fluorescence, 60 min; inhibition, % at 10.7 µM; 340,000 compounds, 0.15% hits; AID 652197;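 active means mean replicate inhibition of at least 30%, or all replicates individually reaching that 30% level; inactive means mean below 30% and not every replicate reaching it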;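 further: 0% = neutral control wells and 100% = L-leucinethiol positive control wells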
ARNT-TACC3 inh: disrupts binding between human ARNT and TACC3; inhibition, % at 9.99 µM; AlphaScreen His-ARNT PAS-B/GST-TACC3 binding, luminescence; TACC3 fragment carries E629A point mutation; AID 623870; 390,000 compounds, 0.66% hits;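 active means mean inhibition of replicates at least 50% and at least half of replicates each reaching 50%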;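 further: 0% = complete ARNT plus TACC3 wells and 100% = ARNT alone without TACC3; many hits fall short of the cut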
GSIS activator: primary screen for activators of insulin secretion dependent on glucose, INS-1E cells, GLuc reporter luminescence; INS-1E GLuc reporter insulin secretion, 2-3 h; activation, % at 16.6 µM; 370,000 compounds, 0.61% hits; AID 743287;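 active means lowest replicate activation of at least 40%, so every replicate reaches that level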;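 further: 0% = median of neutral control wells and 100% = median of IBMX positive control wells; some compounds called inactive have numbers as strong as hits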
XiGFP reactiv: reactivates the inactive X chromosome in mouse fibroblasts; XiGFP mouse fibroblasts, % GFP-positive cells imaging, 3 d; cells co-treated with 5-aza-dC sensitizer; scaled so ellipticine positive control = 100%; 360,000 compounds, 0.055% hits; AID 743238; activation, % at 7.58 µM;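 active means mean normalized replicate activation at least 10% and every replicate at or above 10%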;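 further: 0% = median of on-plate neutral control wells and 100% = ellipticine 6 µM median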
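Material: XiGFP fibroblasts, SV40-immortalized. Buffer or medium: DMEM plus 5-aza-dC sensitizer. Compound: single concentration per compound, delivered by pin transfer. Times: 3 days compound exposure. Controls: ellipticine 6 µM.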
Starred values were filed as active, the others as inactive; · = not tested or not shown.

SMILES	esBAF inh	F508del corr	RAD54 inh	RAD52 anneal inh	ERAP1 inh	ARNT-TACC3 inh	GSIS activator	XiGFP reactiv
COc1cc(/C=C2\SC(N)=NC2=O)ccc1OCC(=O)Nc1ccccc1C	3	-2.3	-1	-23	3	0	-15	0.0
C[C@@H]1CN([C@@H](C)CO)C(=O)c2cc(N(C)C)ccc2O[C@H]1CN(C)Cc1ccc(C(F)(F)F)cc1	0	2.9	8	-4	-2	3	-12	0.0
C[C@H]1CCCCO[C@@H](CN(C)Cc2ccc(C(F)(F)F)cc2)[C@@H](C)CN([C@@H](C)CO)C(=O)c2cc(NC(=O)C3CCCCC3)ccc2O1	2	-0.2	0	·	·	-2	3	0.1
NC(=O)c1ccc(NC(=O)COC(=O)CC2Sc3ccccc3NC2=O)cc1 (stereo unspecified)	16	2.1	7	-22	2	2	5	0.8
CC(C)C(NC(=O)CCNC(=O)c1ccc([N+](=O)[O-])cc1)c1nc2ccccc2[nH]1 (stereo unspecified)	3	-6.7	-20	-3	67*	-8	-20	0.2
Cc1noc(C)c1S(=O)(=O)N(C)C[C@@H]1OCc2ccccc2-c2ccccc2C(=O)N([C@@H](C)CO)C[C@H]1C	0	0.9	-1	9	1	7	9	0.0
CCNC(=O)[C@@H]1[C@@H](CO)[C@@H]2Cn3c(ccc(-c4ccccc4F)c3=O)[C@H]1N2CC	0	0.8	1	-5	1	-1	8	0.4
C[C@@H]1CN([C@H](C)CO)C(=O)Cc2cc(NC(=O)Nc3ccccc3)ccc2O[C@@H]1CN(C)C(=O)Nc1ccccc1	1	-3.1	-7	11	0	2	-6	0.0
CCC(=O)N(C)C[C@H]1Oc2cc(-c3ccc(C)cc3)ccc2S(=O)(=O)N([C@@H](C)CO)C[C@@H]1C	0	3.1	-3	11	0	0	-22	-0.8
CC(=O)C[C@@H](O)CC(=O)[C@H]1OC(=O)CCCCCc2ccccc21	-11	2.6	3	-21	·	-4	11	0.1
CCOC(=O)CNC(=O)CSc1nccn1Cc1ccco1	·	3.1	·	1	2	-5	14	0.1
O=C(NCCOc1cccc(Cl)c1Cl)c1cc(-n2cnnc2)ccc1Cl	·	-0.7	·	-14	2	1	-2	·
COc1ccc(-n2c(SCC(=O)NCC3CCCO3)nc3c(c2=O)SC(C)C3)cc1 (stereo unspecified)	3	0.4	0	-8	4	·	17	0.0
CCCC#Cc1ccc([C@@H]2[C@@H](CO)N3C(=O)CN(C(=O)CN4CCOCC4)C[C@@H]23)cc1	·	0.5	·	5	1	·	7	0.5
C/C(=N\NC(=O)CCC(=O)N/N=C(\C)c1ccc(C)o1)c1ccc(C)o1	-3	1.3	10	-38	·	·	7	0.2

An excerpt of these results, with values under each structure.
Value order: esBAF inh	F508del corr	RAD54 inh	RAD52 anneal inh	ERAP1 inh	ARNT-TACC3 inh	GSIS activator	XiGFP reactiv
CC(C)C(NC(=O)CCNC(=O)c1ccc([N+](=O)[O-])cc1)c1nc2ccccc2[nH]1 (stereo unspecified)
  3	-6.7	-20	-3	67*	-8	-20	0.2
COc1ccc(-n2c(SCC(=O)NCC3CCCO3)nc3c(c2=O)SC(C)C3)cc1 (stereo unspecified)
  3	0.4	0	-8	4	·	17	0.0
CCNC(=O)[C@@H]1[C@@H](CO)[C@@H]2Cn3c(ccc(-c4ccccc4F)c3=O)[C@H]1N2CC
  0	0.8	1	-5	1	-1	8	0.4
CCCC#Cc1ccc([C@@H]2[C@@H](CO)N3C(=O)CN(C(=O)CN4CCOCC4)C[C@@H]23)cc1
  ·	0.5	·	5	1	·	7	0.5
CCOC(=O)CNC(=O)CSc1nccn1Cc1ccco1
  ·	3.1	·	1	2	-5	14	0.1

3 entries out of the list above, sorted by the number in RAD52 anneal inh, highest first:
SMILES	RAD52 anneal inh
C[C@@H]1CN([C@H](C)CO)C(=O)Cc2cc(NC(=O)Nc3ccccc3)ccc2O[C@@H]1CN(C)C(=O)Nc1ccccc1	11
Cc1noc(C)c1S(=O)(=O)N(C)C[C@@H]1OCc2ccccc2-c2ccccc2C(=O)N([C@@H](C)CO)C[C@H]1C	9
CC(C)C(NC(=O)CCNC(=O)c1ccc([N+](=O)[O-])cc1)c1nc2ccccc2[nH]1 (stereo unspecified)	-3

Next results.
SMILES	esBAF inh	F508del corr	RAD54 inh	RAD52 anneal inh	ERAP1 inh	ARNT-TACC3 inh	GSIS activator	XiGFP reactiv
O=CN1N=C(c2ccccc2)CC1c1ccc(Cl)cc1 (stereo unspecified)	3	-0.7	1	-11	3	-6	9	0.1
O=S(=O)(N[C@@H]1CC[C@@H](CCn2cc(-c3ccc(F)cc3)nn2)O[C@H]1CO)c1ccccc1F	-4	2.2	-5	4	0	-3	0	-0.3
C[C@H](CO)N1C[C@H](C)[C@H](CN(C)S(=O)(=O)c2cn(C)cn2)OCCCC[C@H](C)Oc2ccc(NC(=O)CCCN(C)C)cc2C1=O	0	-2.2	1	-16	-1	4	9	0.2
c1ccc(SCCN2CCc3ccccc3C2)cc1	·	·	-3	·	·	-8	3	0.1
O=C(Nc1ccc2oc(-c3ccccc3F)nc2c1)c1ccc([N+](=O)[O-])o1	8	-3.0	-2	-14	3	-4	9	0.0
COc1ccc(NC(=O)Nc2ccccc2SC)cc1OC	·	0.5	·	-7	5	-1	13	0.4
N#C[C@H]1[C@@H](c2ccc(C3=CCCC3)cc2)[C@H](CO)N1C(=O)C1CCC1	0	0.6	-1	-12	1	-3	7	0.3
Oc1c(C(c2ccco2)N2CCN(C(c3ccccc3)c3ccccc3)CC2)sc2ncnn12 (stereo unspecified)	3	-0.3	6	-99	8	12	·	0.0
COCC(=O)Nc1ccc2c(c1)[C@H]1C[C@@H](CC(=O)NCc3ccc(Cl)cc3)O[C@@H](CO)[C@H]1O2	1	-5.2	4	·	·	-4	8	0.0
CN=c1scc(-c2ccc(OC)cc2)n1/N=C(\C)c1cccnc1	·	-1.0	·	-37	5	39	2	0.0
C[C@@H]1CCCCO[C@H](CN(C)CC2CC2)[C@@H](C)CN([C@@H](C)CO)C(=O)c2cc(NS(=O)(=O)c3ccc(Cl)cc3)ccc2O1	-2	0.3	11	39	-4	8	17	-0.9
CCCN(C(=O)CSCc1ccc(Cl)cc1)c1c(N)n(Cc2ccccc2)c(=O)[nH]c1=O	-3	1.3	-3	-23	0	-17	-21	0.1
COc1ccc(CN(C)C[C@H]2Oc3ccc(NS(=O)(=O)c4ccc(OC)cc4)cc3CC(=O)N([C@H](C)CO)C[C@@H]2C)cc1	·	-0.4	·	8	0	·	4	-0.1
CC(=O)Nc1ccc(S(=O)(=O)N2c3ccc(F)cc3CCC2C)cc1 (stereo unspecified)	·	0.4	5	5	3	-2	-45	0.0
C[C@H](CO)N1C[C@H](C)[C@@H](CN(C)C(=O)Nc2ccnc(N3CCOCC3)c2)OCc2ccccc2-c2ccccc2C1=O	-1	3.4	-7	3	-1	7	-2	0.2
COCCN(C(=S)Nc1cccc(OC)c1)C(C)c1cccs1 (stereo unspecified)	·	·	·	-7	9	-4	·	0.5
CCN(CC)c1ccc(C2C(C(=O)OC(C)C)C(=O)CC(C)(O)C2C(=O)OC(C)C)cc1 (stereo unspecified)	-7	·	-21	·	·	-17	-9	·
O=S(=O)(NCCCc1ccccc1)c1ccc(F)c(F)c1	-9	-0.7	-3	-4	-1	-6	-21	0.4
Cc1ccc(NC(=O)c2cc(-c3cc(C)c(C)cc3O)n[nH]2)cc1C	12	-1.1	-7	0	2	16	15	0.1
CCOc1ccc(Cl)cc1CNCCCSc1ncccn1	-2	-1.4	-2	6	0	-18	18	0.1
O=c1cnnc(Nc2ccccc2F)[nH]1	6	-2.7	3	-13	-2	-2	-1	0.0
COc1ccc(C(=O)N2C[C@H]3[C@@H](c4ccccc42)[C@@H](CO)N3C(=O)c2cccc(F)c2)cc1	-1	-1.8	5	-6	-2	-5	-2	0.1
Cc1ccc(-n2nnnc2SC(C)C(=O)Nc2ccc(Cl)cn2)cc1 (stereo unspecified)	-6	·	-16	·	·	-3	-28	·
Cc1ccc(S(=O)(=O)N2C[C@H]3C(=O)C[C@@H](c4cccc5ccccc45)N(S(=O)(=O)c4ccc(C)cc4)[C@H]3C[C@H]2c2ccc(Cl)cc2)cc1	-5	0.2	3	-17	·	·	7	-0.1
C[C@@H]1CN([C@H](C)CO)C(=O)c2cc(NS(=O)(=O)c3ccc(F)cc3)ccc2O[C@@H](C)CCCCO[C@@H]1CN(C)CC1CCCCC1	4	4.5	9	19	-1	12	-11	0.4
CCOc1ccc(NC(=O)c2ccc(N3CC4CC(C3)c3cccc(=O)n3C4)c(NC(=O)c3cccnc3)c2)cc1 (stereo unspecified)	5	5.3	2	-11	1	-10	19	0.0
CCN1CCCC1CNC(=O)c1cc2cc(OC)c(OC)cc2[nH]1 (stereo unspecified)	-3	0.0	11	3	1	10	26	0.3
N#Cc1ccccc1OCC(=O)Nc1ccc2c(c1)OCCO2	66*	-2.2	4	-4	8	-4	6	0.2
O=C(c1ccc(Cl)cc1)N1CCCC(C(=O)N2CCN(c3ccccc3)CC2)C1 (stereo unspecified)	·	-0.7	5	-26	·	·	-3	0.0
O=C(CN1CCCCC1)Nc1ccc(Br)cc1[N+](=O)[O-]	49*	1.1	-1	-3	-1	8	8	0.0
CCOc1ccccc1N(CC)C(=O)c1ccc2c(=O)n3c(nc2c1)CCCCC3	1	-1.7	-6	3	-3	30	-23	0.0
C[C@@H]1CN([C@@H](C)CO)C(=O)Cc2cc(NC(=O)Nc3ccccc3)ccc2O[C@@H]1CN(C)Cc1ccccc1	3	0.9	-11	-12	1	2	-12	-0.7
COc1ccc(/C=C/C(=O)Nc2ccncc2)cc1OC	17	-0.8	3	-4	10	3	·	0.0
Cc1ccccc1OCC(=O)Nc1ccc2c(c1)OCO2	21	-2.4	2	-17	1	3	·	·
O=[N+]([O-])c1ccc(O)c(/C=N/NC2=NS(=O)(=O)c3ccccc32)c1	·	1.8	·	-81	3	71*	3	0.3
COc1cccc(N2CCN(C(=O)c3ccc(CS(=O)Cc4ccc(C)cc4)o3)CC2)c1 (stereo unspecified)	0	2.1	-1	1	3	12	-11	0.0
FC(F)(F)c1nc(NCC2CCCO2)c2nnn(Cc3ccccc3Cl)c2n1 (stereo unspecified)	·	0.4	·	4	-2	-2	3	0.0
COc1cccc(NC(=O)N[C@@H]2C=C[C@H](CC(=O)Nc3ccc(-c4ccccc4)cc3)O[C@H]2CO)c1	-5	0.9	1	-39	-1	-5	-10	0.7
CN(C)CCN(C(=O)c1ccccc1Cl)c1nc2c(Cl)cccc2s1	·	·	11	·	·	19	-16	0.0
COC(=O)c1cc(C#N)c(N2CC(C)OC(C)C2)nc1C (stereo unspecified)	-9	-0.4	-10	-7	-3	-10	24	0.0
C[C@@H]1CN([C@H](C)CO)C(=O)Cc2cc(NC(=O)C3CC3)ccc2O[C@H]1CN(C)Cc1ccncc1	-3	-0.9	-4	2	3	-18	-13	-0.2
CC(=O)c1cccc(CN2CCCC(C(=O)Nc3ccc(-c4ccco4)cc3)C2)c1 (stereo unspecified)	·	-5.3	7	-2	-2	-1	-13	0.0
COCC#Cc1ccc([C@H]2[C@H](CO)N3C(=O)CN(C(=O)C4CCC4)C[C@@H]23)cc1	·	-3.0	·	-1	0	·	-8	0.1
Cc1c(NC(=O)C(C)OC(=O)c2c3c(nc4ccccc24)CCC3)c(=O)n(-c2ccccc2)n1C (stereo unspecified)	·	-1.9	·	-9	-1	2	-3	-0.1
O=S(=O)(NC1CCCCC1NS(=O)(=O)c1ccc(F)cc1)c1ccc(F)cc1 (stereo unspecified)	4	·	-3	·	·	-1	-7	·
O=C(O)CCCNC(=O)c1ccccn1	·	1.8	·	-12	1	-4	8	0.0
N#Cc1cc2c(nc1SCc1ccc(Cl)nc1)CCCCC2	3	-0.4	8	-18	-2	1	25	0.0
CCCC(=O)Nc1ccc2c(c1)C(=O)N(C)[C@@H]1CC[C@H](CC(=O)NCCc3ccccc3)O[C@H]1CO2	-2	-3.4	3	-8	·	-2	-7	0.5
